GRK2 inh: blocks RNA aptamer binding to human GRK2 | P25098 | bead flow cytometry, FAM-aptamer displacement from GRK2 | inhibition of aptamer binding, % at 10 µM | actives 0.59% (n = 330,000) | AID 488847;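 active = inhibition of aptamer binding above 40%, roughly 3 SD of noise, on plates passing a quality check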;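 also: median bead fluorescence of bound FAM aptamer so fluorescent compounds give negative values; no value below 0 was filed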
GASC-1 inh: human JMJD2C demethylase inhibition; actives 0.069% (n = 330,000); GST-JMJD2C(1-420) H3K9me3 demethylation, DELFIA europium; inhibition, % at 2.35 µM;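 active = more than half of a compound's replicate wells show inhibition beyond 50%, single wells judged on their own value; inconclusive = some, but no more than half, of replicates pass 50% inhibition; inactive = no replicate passes 50% inhibition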;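 also: signal counts dimethyl H3K9 product captured on neutravidin plate; 0% = median of DMSO wells and 100% = 0.3 times that DMSO median; strong numbers were not always called active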
MEP2 TOR yeast: modulators of TOR pathway MEP2-GFP in S. cerevisiae; S. cerevisiae MEP2-GFP strain, flow cytometry GFP, 3 h; 100% = DMSO control level; GFP response vs DMSO, % at 10 µM; actives 0.51% (n = 330,000); AID 2016;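 active = GFP response versus DMSO above a set limit, roughly screen mean plus 3 SD, cut at about 180% in these data; inconclusive = fewer than 70 cells counted for a yeast strain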;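 also: median GFP fluorescence of the barcode-gated MEP2-GFP cells per well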
LAP4-GFP MLPCN: alters LAP4-GFP fluorescence in TOR pathway yeast screen | S. cerevisiae LAP4-GFP multiplex, flow cytometry GFP, 3 h; median GFP as percent of DMSO wells | GFP response vs DMSO, % at 10 µM | actives 0.34% (n = 320,000) | AID 2023;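 active = GFP response vs DMSO above a set limit, about the screen mean plus 3 SD, cut at about 150% in these data; inconclusive = under 70 cell events counted for the yeast strain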
AGP1 TOR yeast: yeast TOR pathway AGP1-GFP modulation; S. cerevisiae AGP1-GFP multiplex flow cytometry, 3 h; GFP as percent of DMSO wells; GFP response vs DMSO, % at 10 µM; actives 0.02% (n = 320,000);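 active = GFP response relative to DMSO above a set limit, near screen average plus 3 SD, cut at about 150% in these data; inconclusive = fewer than 70 cells counted for the yeast strain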;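 also: median GFP channel fluorescence of the gated AGP1 strain per well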
RPL19A TOR yeast: yeast TOR pathway RPL19A-GFP modulation; S. cerevisiae RPL19A-GFP strain, flow cytometry, 3 h; hits give low values; percent response vs DMSO, % at 10 µM; actives 0.3% (n = 330,000); AID 2025;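 active = percent response vs DMSO below 50%; inconclusive = fewer than 70 events counted for the yeast strain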;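 also: median channel GFP fluorescence of the barcoded RPL19A-GFP strain; ratio of sample median GFP to plate DMSO average so 100% = DMSO; lower means less RPL19A-GFP as with rapamycin TOR inhibition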
VLA-4 inh: inhibition in a human VLA-4 binding assay | P13612 | VLA-4 expressing cells, ligand binding flow cytometry | inhibition, % (about 7 µM as worked out from the volumes in the protocol) | actives 0.2% (n = 330,000); in the data active = inhibition above about 50%
Target sequence (P13612 whole entry, looked up): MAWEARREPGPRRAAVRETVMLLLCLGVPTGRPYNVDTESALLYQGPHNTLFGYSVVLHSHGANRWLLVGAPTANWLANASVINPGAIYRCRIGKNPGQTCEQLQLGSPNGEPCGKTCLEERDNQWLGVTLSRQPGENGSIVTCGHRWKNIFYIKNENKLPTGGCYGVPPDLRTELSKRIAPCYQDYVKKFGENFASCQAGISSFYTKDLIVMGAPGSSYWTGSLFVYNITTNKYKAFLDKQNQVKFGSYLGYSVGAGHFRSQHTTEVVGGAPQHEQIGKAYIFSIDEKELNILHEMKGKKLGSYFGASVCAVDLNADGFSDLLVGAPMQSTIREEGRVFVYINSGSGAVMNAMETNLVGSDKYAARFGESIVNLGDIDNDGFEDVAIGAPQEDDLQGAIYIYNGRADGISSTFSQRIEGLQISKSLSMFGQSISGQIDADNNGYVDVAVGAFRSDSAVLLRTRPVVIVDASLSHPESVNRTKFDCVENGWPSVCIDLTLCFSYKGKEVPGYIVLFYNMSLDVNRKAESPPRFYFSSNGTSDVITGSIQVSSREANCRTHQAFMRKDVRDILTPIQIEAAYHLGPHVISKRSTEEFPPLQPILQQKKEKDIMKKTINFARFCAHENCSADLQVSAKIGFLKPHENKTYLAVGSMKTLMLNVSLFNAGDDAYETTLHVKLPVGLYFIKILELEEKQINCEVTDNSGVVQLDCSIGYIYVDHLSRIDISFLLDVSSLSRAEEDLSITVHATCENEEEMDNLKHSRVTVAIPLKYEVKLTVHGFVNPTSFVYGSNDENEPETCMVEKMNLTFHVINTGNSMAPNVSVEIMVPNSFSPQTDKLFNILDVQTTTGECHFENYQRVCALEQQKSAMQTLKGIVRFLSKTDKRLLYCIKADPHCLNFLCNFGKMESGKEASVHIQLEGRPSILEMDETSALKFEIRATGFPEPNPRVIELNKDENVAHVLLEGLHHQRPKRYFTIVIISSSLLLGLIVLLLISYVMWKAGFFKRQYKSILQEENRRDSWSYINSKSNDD
CIT2-GFP yeast: alters CIT2-GFP fluorescence in TOR pathway yeast screen | S. cerevisiae CIT2-GFP strain, flow cytometry, 3 h; 100 means same as DMSO wells | GFP response vs DMSO, % at 10 µM | actives 0.065% (n = 320,000);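 active = GFP response relative to DMSO above a set limit, near the screen mean plus 3 SD, cut at about 150% in these data; inconclusive = Fewer than 70 cells measured for a yeast strain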;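 also: ratio of well median GFP fluorescence to mean of DMSO wells on the plate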
* hit, by the source's call; i = inactive; ? = inconclusive; nt = no result given; [ ] = dose if it differs, or a comment.

SMILES | GRK2 inh | GASC-1 inh | MEP2 TOR yeast | LAP4-GFP MLPCN | AGP1 TOR yeast | RPL19A TOR yeast | VLA-4 inh | CIT2-GFP yeast
CN1N=C2c3ccccc3CCCC2C1c1ccc(F)cc1 (stereo not drawn) | 3 | 4 | 100 | 107 | 107 | 99 | -7 | 93
COc1ccc(-n2c(=O)c3ccccc3n(Cc3cccc(C)c3)c2=O)cc1OC | 2 | 7 | 103 | 102 | 103 | 98 | 12 | 109
CCOC(=O)C1CCN(C(=O)Nc2ccc3oc(C)nc3c2)CC1 | 15 | -1 | 95 | 100 | 101 | 95 | 32 | 98
COc1ccc(CCNc2ccc(C(CC(N)=O)NC(=O)c3ccc(Br)cc3)cc2[N+](=O)[O-])cc1 (stereo not drawn) | 2 | -7 | 94 | 103 | 87 | 101 | -4 | 78
C#CCNc1cc(-c2ccccc2)nc2ncnn12 | 2 | 2 | 92 | 79 | 92 | 98 | 2 | 94
CC(=O)Nc1ccc(S(=O)(=O)NNC(=O)COc2ccc(C)cc2)cc1 | 3 | -8 | 90 | 89 | 96 | 96 | 0 | 107
CCc1ccccc1NC(=O)CSC1=C(C#N)C(c2ccc(O)c(OC)c2)C2=C(CCCC2=O)N1 (stereo not drawn) | 2 | -26 | 97 | 84 | 102 | 104 | 13 | nt
CC(C)c1nnc(NC(=O)CSc2nc3ccccc3[nH]2)s1 | 5 | -5 | 87 | 92 | 97 | 97 | -7 | 104
CCOC(=O)c1cnc(SCC(C)C)nc1N | 0 | -5 | 99 | 106 | 91 | 97 | 0 | 93
CC1CCN(Cc2c(C(=O)N/N=C/c3ccc(C(F)(F)F)cc3)nnn2-c2nonc2N)CC1 | 0 | 13 | 85 | 91 | 82 | 87 | -5 | 96
CC(C)[C@H](NC(=O)N1c2ccccc2NC(=O)[C@@H]1C(C)C)C(=O)N1CCC[C@H]1C(=O)O | 0 | 6 | 106 | 106 | 99 | 96 | -18 | 97
Cc1nc2ccccc2n1CC(=O)c1ccc(O)c(O)c1 | 4 | 4 | 88 | 100 | 99 | 99 | -7 | 103

Three entries already listed, ordered by the number in VLA-4 inh, largest number first.
SMILES | GRK2 inh | GASC-1 inh | MEP2 TOR yeast | LAP4-GFP MLPCN | AGP1 TOR yeast | RPL19A TOR yeast | VLA-4 inh | CIT2-GFP yeast
C#CCNc1cc(-c2ccccc2)nc2ncnn12 | 2 | 2 | 92 | 79 | 92 | 98 | 2 | 94
CC(=O)Nc1ccc(S(=O)(=O)NNC(=O)COc2ccc(C)cc2)cc1 | 3 | -8 | 90 | 89 | 96 | 96 | 0 | 107
CC1CCN(Cc2c(C(=O)N/N=C/c3ccc(C(F)(F)F)cc3)nnn2-c2nonc2N)CC1 | 0 | 13 | 85 | 91 | 82 | 87 | -5 | 96

The list continues.
SMILES | GRK2 inh | GASC-1 inh | MEP2 TOR yeast | LAP4-GFP MLPCN | AGP1 TOR yeast | RPL19A TOR yeast | VLA-4 inh | CIT2-GFP yeast
COc1ccccc1NC(=O)c1ccc2c(c1)nnn2C | 4 | 4 | 91 | 99 | 94 | 95 | -36 | 102
CC1(C)C[C@@H]2C[C@@](C)(CN2C(=O)c2ccccc2)C1 | 0 | 18 | 95 | 118 | 113 | 91 | 13 | 99
COc1ccccc1CN(C)C(=O)CN1CCN(C(=O)c2cccs2)CC1 | 0 | 0 | 132 | 121 | 109 | 109 | 9 | 105
CN(C)c1ccc(CNC(=O)CN(C)S(=O)(=O)c2cccc3cccnc23)cc1 | 2 | -4 | 109 | 101 | 103 | 102 | -4 | 95
CCC1CCCCN1S(=O)(=O)c1ccc(C(=O)Nc2nnc(-c3ccccc3Cl)o2)cc1 (stereo not drawn) | 1 | -17 | 96 | 97 | 101 | 99 | -12 | 100
CCOC(=O)c1ccc(NC(=S)NCc2ccccc2)cc1 | 0 | 11 | 100 | 83 | 87 | 98 | 25 | 94
CCN(CCNC(=O)c1ccc(CSc2nc3ccncc3[nH]2)cc1)c1ccccc1 | 0 | 9 | 93 | 92 | 100 | 101 | -1 | 87
CCc1ccccc1OCC(=O)Nc1cccc(S(=O)(=O)NC2=NCCCCC2)c1 | 0 | 3 | 98 | 102 | 97 | 94 | 4 | 94
Cc1occc1C(=O)NNC(=O)c1ccc(S(=O)(=O)N(C)C)cc1 | 0 | 7 | 104 | 104 | 106 | 102 | 14 | 105
O=C(Cc1cn2ccsc2n1)OCc1ccccc1 | 0 | nt | 94 | 105 | 104 | 100 | 13 | 98
CCCc1nc2ccccc2c(C(=O)O)c1CC | 0 | 3 | 109 | 97 | 105 | 99 | 6 | 109
C=CCc1ccc(OCC(O)CN2CCCCC2C)c(OC)c1 (stereo not drawn) | 0 | -47 | 110 | 114 | 115 | 108 | 0 | 116
O=C(NNC(=S)NC1CCCCC1)c1ccccc1O | 0 | 6 | 100 | 97 | 98 | 96 | -2 | 98
O=C(Nc1cccc(Br)c1)c1ccc(OC2CSC2)cc1 | 9 | -9 | 90 | 103 | 98 | 98 | -2 | 93
C=CCn1c(COc2ccccc2C)nnc1SCC(=O)O | 3 | 10 | 102 | 107 | 101 | 103 | -8 | 96
CCOC(=O)C1CCN(C(=O)Cn2nc(C)n3c(cc4cc(C)ccc43)c2=O)CC1 | 3 | 7 | 99 | 104 | 98 | 99 | -117 | 97
O=C(COc1ccc([N+](=O)[O-])cc1)Nc1cc(C(=O)O)cc(C(=O)O)c1 | 0 | -4 | 99 | 106 | 96 | 108 | 12 | 88
CC(=O)c1ccc(NC(=O)NNS(=O)(=O)c2ccc(F)cc2)cc1 | 1 | -5 | 103 | 93 | 97 | 104 | 7 | 102
CC(=O)Nc1cccc(C2=CC(c3ccco3)n3ncnc3N2)c1 (stereo not drawn) | 0 | -6 | 107 | 106 | 98 | 98 | -3 | 99
CCCNC(=O)C(Cc1ccccc1C)NC(=O)c1ccc(C(F)(F)F)cc1 (stereo not drawn) | 4 | -1 | 87 | 98 | 93 | 91 | -3 | 96
CCNC(=S)N(Cc1c(C)noc1C)c1ccccc1 | 0 | 0 | 104 | 85 | 95 | 102 | 8 | 95
Cc1ccc(S(=O)(=O)N2CCCOC2CNC(=O)C(=O)NCCC2=CCCCC2)cc1 (stereo not drawn) | 0 | 11 | 98 | 85 | 94 | 99 | 11 | 96
Cc1cc(NC(=O)COC(=O)c2cc(S(=O)(=O)N3CCOCC3)ccc2N2CCCCC2)no1 | 1 | -3 | 94 | 87 | 85 | 92 | -2 | 96
CCOC(=O)c1ccc(NC(=O)Nc2ncccc2C)cc1 | 0 | -5 | 101 | 99 | 93 | 111 | 1 | 81
Fc1ccc(CNc2ncnc3cc(Cl)ccc23)cc1 | 1 | -2 | 109 | 97 | 98 | 102 | 26 | 100
CCOC(=O)C1=C(O)c2ccccc2C(=O)/C1=C\c1ccc(CC)cc1 | 0 | -2 | 109 | 126 | 99 | 95 | i | 88
COc1cc(C(=O)Oc2cc(C)cc(C)c2)cc(OC)c1OC | 0 | -5 | 113 | 115 | 109 | 112 | 12 | 104
Cc1ccccc1-c1nc2c3ccccc3nc(=S)n2[nH]1 | 0 | -19 | 124 | 107 | 109 | 106 | -29 | 123
CC(NC(=O)c1ccccc1F)c1nnc(SCc2nc3ccccc3c(=O)[nH]2)n1C (stereo not drawn) | 0 | -1 | 97 | 101 | 101 | 98 | -2 | 99
CCCC(=O)c1c(NC)cc(C)oc1=O | 0 | 19 | 105 | 102 | 96 | 97 | 9 | 93
O=C(OCC1OC(n2ccc(=O)[nH]c2=O)C(Cl)C1O)c1ccccc1 (stereo not drawn) | 4 | 2 | 109 | 89 | 101 | 109 | -2 | 99
Cc1ccc(-n2[nH]c(C)c(C=Nc3ccc4[nH]c(=O)[nH]c4c3)c2=O)cc1 | 0 | -1 | 109 | 99 | 100 | 106 | -6 | 99
CN(CC(=O)Nc1ccccc1Br)C(=O)c1cc(S(=O)(=O)N(C)C)ccc1N1CCCC1 | 3 | -6 | 118 | 100 | 94 | 96 | -1 | 93
COc1cccc(Oc2nnnn2-c2ccccc2)c1 | 8 | 7 | 109 | 103 | 100 | 102 | 13 | 100
O=C(Nc1ccc(Nc2ccccc2)cc1)c1c(Cl)cccc1Cl | 0 | -2 | 94 | 97 | 83 | 95 | 7 | 83
CC(=O)Nc1sc2c(c1C(c1ccccn1)N1CCCC1)CCCC2 (stereo not drawn) | 15 | 8 | 102 | 104 | 104 | 103 | 8 | 112
CCOC(=O)C1CCCN(C(=O)CNC(=O)c2nn(-c3ccc(OC)c(Cl)c3)c(=O)c3ccccc23)C1 (stereo not drawn) | 0 | 6 | 104 | 108 | 103 | 101 | -14 | 103
CCOC(=O)c1ccc(NC(=O)CCC(=O)NCc2ccco2)cc1 | 2 | -5 | 104 | 94 | 100 | 101 | -5 | 107
Cc1cccc(S(=O)(=O)Nc2ccc(-c3cn4ccccc4n3)cc2)c1 | 0 | 1 | 95[may fluoresce violet] | 92[may fluoresce violet] | 15[may fluoresce violet] | 93[may fluoresce violet] | -15 | ?
O=C(c1ccco1)N1CCC(n2nnc3ccccc32)CC1 | 0 | 3 | 102 | 99 | 107 | 102 | -13 | 116
O=C(COc1ccc(F)cc1)OCCN1CCOCC1 | 2 | -5 | 105 | 107 | 103 | 106 | 21 | 110
O=C(Nc1cccnc1)c1cc(-c2ccc(Cl)cc2)on1 | 3 | 5 | 100 | 102 | 98 | 96 | -9 | 94
CCOC(=O)C1=C(CC)Nc2ccccc2N/C1=N\S(=O)(=O)c1ccccc1F | 1 | 5 | 101 | 116 | 96 | 96 | 11 | 87
O=C(c1ccco1)N1CCN(C(c2ccccc2Cl)c2nnnn2CC2CCCO2)CC1 (stereo not drawn) | 0 | 3 | 112 | 110 | 100 | 103 | -8 | 108
O=C(O)c1ccc(/C=N/Nc2nc(N3CCCCC3)nc(N3CCCCC3)n2)cc1 | 0 | 11 | 95 | 103 | 97 | 93 | 2 | 93
CCc1[nH]c(=O)c(C#N)c2c1CSC(C)(C)C2 | 1 | -2 | 88 | 93 | 86 | 87 | 18 | 90
Cc1cccc(C)c1OCC(O)CN (stereo not drawn) | 1 | 6 | 100 | 94 | 99 | 95 | 3 | 108
N#Cc1c(-c2ccccc2)nc(N2CCOCC2)[nH]c1=O | 3 | 2 | 94 | 95 | 107 | 101 | 4 | 102
O=C(O)C1(c2ccccc2)CCN(S(=O)(=O)c2ccc(Br)cc2)CC1 | 0 | 22 | 90 | 89 | 92 | 99 | 8 | 90
Cc1ccc(CN2C(=O)C(Cc3ccccc3)Nc3ncnc(N4CCN(c5ccccc5)CC4)c32)cc1 (stereo not drawn) | 1 | 8 | 95 | 125 | 82 | 95 | 0 | 69
O=C(NC1CCCc2ccccc21)C1CCN(S(=O)(=O)N2CCCCCC2)CC1 (stereo not drawn) | 0 | -13 | 104 | 101 | 102 | 101 | -8 | 107
Cc1sc2ncnc(NCC(c3ccco3)N3CCCC3)c2c1C (stereo not drawn) | 0 | 11 | 107 | 105 | 103 | 100 | 6 | 108
CC(NS(=O)(=O)c1ccccc1)C(=O)NC1CCCC1 (stereo not drawn) | 1 | -1 | 104 | 101 | 102 | 104 | -3 | 109
CCCc1cc(C(=O)N2CCCC(C(=O)c3cccc4ccccc34)C2)n(C)n1 (stereo not drawn) | 1 | 0 | 98 | 102 | 100 | 99 | 11 | 94
O=C(Cc1cccs1)Nc1cccc(C(=O)Nc2ccco2)c1 | 2 | 4 | 94 | 101 | 102 | 101 | 11 | 89
C=CCn1c(=O)c2ccc(C(=O)NCc3ccccc3)cc2n(Cc2cccc(Cl)c2)c1=O | 1 | -3 | 96 | 97 | 105 | 102 | 19 | 88

Assay outcomes (PubChem BioAssay)
